Mito fusion yeast = inhibitors of mitochondrial division or activators of mitochondrial fusion; S. cerevisiae fusion-defective mutant growth rescue, CellTiterGlo 48 h; Potency, µM (titrated, usually from 46.1 µM), inactives show top-dose growth rescue (activation), usual class: activators; 320,000 compounds, 0.23% hits;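 note: potency is the fitted concentration of half-maximal effect; % of control where 0% means no effect; nearly all actives have a fitted effect of over 45% in size; temperature-sensitive fusion mutants such as fzo1-1 at 37 °C on non-fermentable ethanol glycerol medium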
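Compounds are tested for their ability to restore growth of mitochondrial fusion-defective yeast strains at non-permissive 37C in YPEG medium over 48 hours. Viability is quantified by luciferase luminescence.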
Eya2 inh = inhibitors of human Eya2 phosphatase activity | recombinant Eya2, OMFP fluorescence dephosphorylation (OMFP is methylfluorescein phosphate) | Potency, µM (top dose mostly 76.9 µM), for inactives: top-dose activity, negative = inhibition, hits mostly inhibitors | 330,000 compounds, 0.006% hits; note: potency is the fitted concentration of half-maximal effect; % is set by controls: 0 for no effect and ±100 for the full control effect
Target sequence (O00167 whole entry, looked up): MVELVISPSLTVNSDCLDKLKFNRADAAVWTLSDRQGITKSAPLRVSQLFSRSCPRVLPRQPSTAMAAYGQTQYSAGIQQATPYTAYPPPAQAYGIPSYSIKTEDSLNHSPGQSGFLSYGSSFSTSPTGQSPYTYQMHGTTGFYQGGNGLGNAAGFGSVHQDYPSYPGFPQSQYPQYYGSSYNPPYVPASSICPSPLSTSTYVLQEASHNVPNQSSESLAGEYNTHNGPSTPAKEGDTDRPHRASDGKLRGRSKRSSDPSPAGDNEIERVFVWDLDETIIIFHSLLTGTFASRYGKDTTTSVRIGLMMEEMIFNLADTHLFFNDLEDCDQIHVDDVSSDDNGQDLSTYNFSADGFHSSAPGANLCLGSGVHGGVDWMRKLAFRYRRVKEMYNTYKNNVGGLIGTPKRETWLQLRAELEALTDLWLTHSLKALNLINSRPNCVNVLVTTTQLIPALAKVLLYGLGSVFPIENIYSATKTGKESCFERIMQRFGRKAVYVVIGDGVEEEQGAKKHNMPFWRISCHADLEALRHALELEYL
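Eya2 (0.2 uM) preincubated 10 min at ambient with compound, then OMFP substrate added at 50 uM; 10 min reaction in 50 mM HEPES pH 7.5, 50 mM NaCl, 5 uM MgCl2, 0.05% BSA, 1 mM DTT. Fluorescence read at Ex 485/Em 525 nm.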
B2AR arrestin = recruits beta-arrestin to the human beta2-adrenergic receptor; P07550; Potency, µM (highest dose often 46.1 µM), without a hit: top-dose activation, hits mostly activators; beta-arrestin recruitment to beta2AR, cell-based reporter; 330,000 compounds, 0.02% hits; AID 492947;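 note: potency is the fitted concentration of half-maximal effect; 0% = DMSO controls and full agonism = EC100 isoproterenol or metaproterenol; nearly all actives have a fitted effect of over 65% in size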
uPA generation = cell surface uPA generation inhibition | cell surface uPA generation assay, qHTS | Potency, µM (doses to about 38.3 µM), without a hit: top-dose activity change, negative = inhibition, actives largely listed as inhibitors | 330,000 compounds, 0.31% hits | AID 540303; active = well fitted inhibition curve with a large enough effect; inconclusive = small, poorly fitted or top-dose-only effect; inactive = no such curve, though single readings can be large or run the other way; tested in mouse RAW 264.7 cells; note: potency is the fitted concentration of half-maximal effect; % is set by controls: 0 for no effect and ±100 for the full control effect; nearly all actives have a fitted effect of over 55% in size
TSG101-PTAP inh = blocks PTAP/TSG101 interaction to inhibit HIV-1 budding. Potency, µM (series often up to 115 µM), inactives show at the highest dose activity change, negative = inhibition, most hits filed as inhibitors. Fluorescence polarization, FITC-PTAP peptide / Tsg101 binding. Q99816. 340,000 tested, under 10 active. AID 493005; active = well fitted inhibition curve with a large enough effect in the main read-out, with a control signal flat, not every such curve was filed as active; inconclusive = small, poorly fitted or top-dose-only effect, or effect the other way, or a change in a side signal; inactive = no such curve, though single readings can be large or run the other way; note: potency is the fitted concentration of half-maximal effect; % of control where 0% means no effect
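Fluorescence anisotropy tracks displacement of a FITC-tagged PTAP peptide (50 nM) from the Tsg101 binding domain (10 uM), following a 20 min room-temperature incubation at pH 7.5.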
TCR activator = activators of T cell receptors; Potency, µM (top dose mostly 9.22 µM), inactives show at the top dose activation of IL-2 secretion, most hits filed as activators; primary human leukocytes, anti-CD3, IL-2 HTRF, 48 h; AID 504894; 330,000 tested, under 10 active; note: % of control where 0% means no effect
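Using a-CD3 beads without co-stimulation, primary human leukocytes were exposed to compounds for 48 hr. An HTRF IL-2 kit measured the cytokine, with europium-to-d2 energy transfer producing emission at 665nm upon 320nm excitation.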
TSHR antag = blocks TSH signaling through the human TSH receptor; TSHR-expressing cells, TSH-stimulated cAMP HTRF, 2 h; hits give low values; 330,000 compounds, 0.2% hits; P16473; activity change, negative = inhibition, % at 11.5 µM;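 active = activity change below a set negative limit, meaning inhibition stronger than a set level, cut at about -70% in these data; inconclusive = activity change between two set negative limits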; note: % is set by controls: 0 for no effect and ±100 for the full control effect
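Competitive HTRF cAMP read-out (cryptate anti-cAMP antibody, cAMP-d2; 30 min, room temperature) in freshly harvested TSHR cells. Compounds added before TSH at EC80 (4nM final), followed by 2 hours' incubation at 37 deg C.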
ELG1 DNA repair = blocks ELG1-dependent DNA repair in HEK293T cells; HEK293T ELG1-luciferase reporter, luminescence, 16 h; DNA damage induced by 5-fluorouridine; Potency, µM (highest dose often 46.1 µM), for inactives: top-dose activity change, negative = inhibition, actives largely listed as inhibitors; 330,000 compounds, 2.3% hits; AID 504467; note: potency is the fitted concentration of half-maximal effect; % is set by controls: 0 for no effect and ±100 for the full control effect; nearly all actives have a fitted effect of over 55% in size
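5-Fluorouridine DNA damage + compound/DMSO, 2,000 cells/well, 16 h, 37 °C/5% CO2. ONE-Glo, 30 min RT, luminescence. Readout = decrease in reporter signal.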
Chronic BCR inh = blocks chronic active B-cell receptor signaling | AID 493014 | ABC-DLBCL IkBa-CBG/CBR reporter, luminescence ratio, 4 h | 340,000 compounds, 0.05% hits | Potency, µM (highest dose often 46.1 µM), for inactives: at the highest dose ratio change, negative = lower green/red ratio, usual class: inhibitors; active = well fitted inhibition curve with a large enough effect in the signal ratio, with a control signal flat, not every such curve was filed as active; inconclusive = small, poorly fitted or top-dose-only effect, or effect the other way, or a change in a side signal; the % refers to the signal ratio;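 note: potency is the fitted concentration of half-maximal effect; plate controls were basal doxycycline-induced cells for no effect and cells given 10 µM MG132 for full effect; MG132 reads +100%, hits lower the ratio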
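Doxycycline induced both beetle luciferases in TMD8 lymphoma cells; IKK-driven degradation limits the IkappaBalpha-fused green signal, while red luminescence normalises for cell number and nonspecific effects. Compounds tested up to 46 uM, 4 hrs.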
Tb PFK inh = T. brucei PFK enzyme inhibition; O15648; T. brucei PFK, ADP-Glo luminescence; Potency, µM (doses to about 57.5 µM), inactives show top-dose activity, negative = inhibition, most hits filed as inhibitors; 330,000 compounds, 0.17% hits;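 note: potency is the fitted concentration of half-maximal effect; 0% = uninhibited 1x PFK enzyme wells and -100% = no-enzyme wells; nearly all actives have a fitted effect of over 60% in size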
Target sequence (O15648 whole entry, looked up): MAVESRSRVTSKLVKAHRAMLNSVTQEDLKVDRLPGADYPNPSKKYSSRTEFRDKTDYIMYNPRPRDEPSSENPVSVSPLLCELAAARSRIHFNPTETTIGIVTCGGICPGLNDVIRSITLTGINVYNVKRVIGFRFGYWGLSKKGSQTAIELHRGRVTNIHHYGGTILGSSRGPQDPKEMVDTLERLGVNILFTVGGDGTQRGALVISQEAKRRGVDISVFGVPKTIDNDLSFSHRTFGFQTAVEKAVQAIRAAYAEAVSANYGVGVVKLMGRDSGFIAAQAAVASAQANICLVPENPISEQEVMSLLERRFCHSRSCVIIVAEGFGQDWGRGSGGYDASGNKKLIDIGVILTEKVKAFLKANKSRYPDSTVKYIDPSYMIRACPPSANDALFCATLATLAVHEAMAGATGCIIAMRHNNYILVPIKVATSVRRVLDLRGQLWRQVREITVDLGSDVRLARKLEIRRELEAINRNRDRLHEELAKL
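ADP-Glo luminescence quantified ADP after 45 min at room temperature, with 1.25 nM T. brucei PFK, 0.1 mM ATP and 0.5 mM fructose-6-phosphate in pH 8.0 TEA buffer. qHTS titrations up to 57 µM; curves classified by quality.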
USP2a inh = USP2a (human) protease inhibition; USP2 core, Ub-CHOP2 coupled fluorogenic reporter, 485/531; Potency, µM (series often up to 38.3 µM), without a hit: at the highest dose activity change, negative = inhibition, most hits filed as inhibitors; 330,000 compounds, 0.01% hits;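 note: potency is the fitted concentration of half-maximal effect; plate controls were DMSO wells for no effect and full inhibition by NEM control for full effect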
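Deubiquitinase activity read as fluorescence (485/531 nm) after Ub-CHOP2 cleavage activates the enterokinase reporter on its substrate; USP2 core 10nM, Ub-CHOP2 and substrate 25nM each, 30min compound preincubation then 60min RT; data normalized to NEM, curves fitted.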
* marks the source's active call; other numbers are inactive results; ? = inconclusive; / = not tested or not shown; [ ] = another dose, or the depositor's remark. Unless noted, calls come from the whole dose curve; as a rule, active = well fitted curve in the direction sought with a large enough effect; inconclusive = small, poorly fitted or top-dose-only effect, or another doubt; inactive = no such curve, though single readings can be large; an effect the other way counts as inactive or inconclusive.

SMILES	Mito fusion yeast	Eya2 inh	B2AR arrestin	uPA generation	TSG101-PTAP inh	TCR activator	TSHR antag	ELG1 DNA repair	Chronic BCR inh	Tb PFK inh	USP2a inh
COc1ccc(NC(=S)N2CCC(Cc3ccccc3)CC2)cc1OC	-2%	6%	-1.1%	-3%	0%	3%	-7	-24%	-1%	-2%	1%
CCOC(=O)c1[nH]c(C)c(C(=O)OC(C)C(=O)Nc2ncc(Cl)cc2Cl)c1C (configuration not stated)	0%	-12%	0.1%	-10%	-4%	-8%	3	-18%	?	-6%	-1%
c1ccc2sc(Nc3nc4cc5c(cc4s3)OCO5)nc2c1	14µM*	-20%	-0.5%	-4%	-1%	0%[46.1 µM]	36	?	?	-1%	-13%
CC(C)N1CCN(Cc2cc3ccccc3[nH]2)CC1CCO (configuration not stated)	2%	-7%	-1.0%	0%	-1%	/	4	?	3%	0%	1%
CC(C)[C@H](NC(=O)OCc1ccccc1)C(=O)OCc1cc(=O)oc2cc(O)ccc12	3%	-4%	4.2%	11%	-8%	-5%	-13	-11%	1%	1%	2%
COc1ccc(Nc2nc3cc(C)ccc3cc2C#N)c(OC)c1	-4%	9%	0.0%	?	-11%	3%	-1	-12%	13%	2%	3%
COC(=O)C1CCN(c2cc(=O)n(-c3ccc(OC)cc3)c(=O)[nH]2)CC1	1%	22%	0.0%	3%	2%	1%	8	-2%	10%	-3%	0%
CC(C)CC(=O)Nc1nnn(C)n1	3%	-14%	-1.2%	-6%	-2%	-3%	6	0%	1%	4%	-1%
O=C(CCNC(=O)c1ccccc1Cl)Nc1ccc(Cl)c(C(F)(F)F)c1	35µM*	-4%	-0.8%	-36%	-3%	-2%[46.1 µM]	-2	27%	-10%	-12%	-1%
COc1ccccc1/C=N/NC(=O)c1[nH]c(C)c(C(=O)N/N=C/c2ccccc2OC)c1C	-10%	-12%	-1.4%	12%	-2%	2%[46.1 µM]	9	?	-17%	7%	2%
COc1cc2ccccc2cc1C(=O)N/N=C/c1ccc2c(c1)OCO2	2%	-14%	-0.6%	?	-5%	2%	-13	0%	?	8%	-1%
NC(=O)c1nsc(C(=O)N(CC(=O)NC2CCCCC2)Cc2ccc(F)cc2)c1N	13%	0%	-0.9%	0%	-1%	0%	36	?	-2%	-3%	2%
O=C(c1ccco1)N1CCN(c2ccc([N+](=O)[O-])c(N3CCOCC3)c2)CC1	4%	-1%	-0.2%	0%	1%	-6%	-4	?	0%	-2%	2%
CC1=C(C(=O)N(C)C)C(c2ccccc2OC(F)F)NC(=O)N1 (configuration not stated)	-4%	4%	-0.2%	3%	-2%	-5%	-1	10%	-1%	8%	-4%
Cc1onc(-c2ccccc2)c1CNC(=O)Nc1cccc(Cl)c1	10%	-8%	-0.4%	-6%	-5%	-3%	-3	?	6%	-3%	0%
O=[N+]([O-])c1ccc(NCCCNS(=O)(=O)c2ccccc2)cc1	-4%	-3%	-0.2%	-2%	-5%	-2%	0	?	?	-13%	1%
O=C(CCNC(=O)c1ccc(Cl)cc1)Nc1cccc(S(=O)(=O)N2CCCCCC2)c1	-13%	-12%	-0.3%	-2%	-11%	-2%	/	-16%	-1%	-6%	2%
COc1ccc(COC(=O)N/C=C/c2ccco2)cc1	?	0%	-0.1%	0%	-5%	-2%	3	7%	0%	-2%	2%
CCc1cc(C(=O)OCC(=O)N2CCC(c3ccccc3)=N2)sc1C	-6%	-13%	-1.2%	8%	1%	-7%	-37	1%	-6%	-8%	1%
CCOc1ccc(S(=O)(=O)N(C)c2ccc(OCC(=O)Nc3ccc4[nH]c(=O)[nH]c4c3)cc2)cc1	2%	10%	-0.1%	0%	1%	2%	-4	?	-1%	2%	1%
Cc1ccc(S(=O)(=O)NC2(C(F)(F)F)C(=O)Nc3c2c(=O)[nH]c(=O)n3-c2ccccc2)cc1 (configuration not stated)	0%	4%	0.2%	2%	-2%	-1%[46.1 µM]	7	?	0%	-5%	1%
O=C(c1ccc(F)cc1)N(NC(=O)C(O)(c1ccccc1)c1ccccc1)c1ccccc1	?	-20%	0.8%	2%	0%	-3%[46.1 µM]	10	-9%	1%	2%	-1%
COc1ccccc1CNC(=O)CN(C)CC(=O)Nc1ccc(F)c(F)c1F	/	-16%	-1.6%	-6%	-6%	-2%	2	-19%	-3%	-9%	2%
CCCCCC(=O)Nc1ncc2c(n1)CC(c1cccs1)CC2=O (configuration not stated)	0%	?	-0.7%	?	-1%	-49%	-14	-2%	4%	-14%	-1%
CCN1/C(=C2/OC(=S)N(C)C2=O)Sc2ccccc21	2%	0%	-0.3%	1%	-1%	-4%	8	20%	-1%	1%	0%
CCOC(=O)CSc1ncnc2c1nnn2-c1ccc(F)cc1	-2%	5%	-0.9%	-8%	0%	-2%	-26	?	1%	2%	2%
O=C(CSc1nnc(COc2ccccc2)o1)N1CCCCC1	14%	1%	0.1%	1%	-2%	-7%	-11	-1%	6%	-4%	2%
Cc1ccc(S(=O)(=O)N[C@@H](CO)C(=O)N[C@@H](Cc2ccc(O)cc2)C(=O)O)cc1	19%	10%	-1.0%	-14%	-5%	2%	-3	-1%	5%	5%	0%
C=CCOc1c(Br)cc(/C=N/O)cc1OCC	-2%	-1%	-0.4%	0%	-3%	-5%[46.1 µM]	-18	-29%	?	-1%	-2%
COc1ccc(-c2onc(C)c2C)cc1S(=O)(=O)NCCc1ccco1	6%	-2%	0.0%	-14%	1%	6%	-9	?	?	0%	0%
CC(=O)NNC(=O)C(O)(c1ccccc1)c1ccccc1	-1%	5%	2.7%	5%	-1%	2%	16	-8%	-5%	1%	2%
Nc1nc(-c2cccnc2)nn1C(=O)c1ccc(F)cc1	0%	4%	0.2%	0%	0%	-7%	-7	?	-6%	0%	0%
CC(NCC1COc2ccccc2O1)C(=O)NCc1ccccc1 (configuration not stated)	20%	3%	0.1%	-3%	0%	5%	4	9%	10%	-3%	1%
CC1Sc2ccc(S(=O)(=O)CCC(=O)Nc3ccccc3Cl)cc2NC1=O (configuration not stated)	1%	1%	0.4%	4%	0%	2%	-4	-17%	2%	1%	1%
CCOC(=O)c1oc2ccc(CNCCO)c(Cl)c2c1C	-2%	-5%	0.3%	6%	-7%	2%	-9	?	4%	-5%	1%
S=c1cnc2ccccc2[nH]1	-1%	1%	0.3%	6%	0%	-6%	2	1%	?	-3%	0%
Cc1ccc(C2N(C)C(=O)c3ccccc3N2C)cc1 (configuration not stated)	2%	0%	0.0%	-7%	1%	-2%	13	-21%	-2%	0%	0%
C=C(C)C1CC=C(C)/C(=N/NC(=O)c2ccc(NC(=O)CC)cc2)C1 (configuration not stated)	3%	2%	-0.9%	/	-6%	-4%	9	10%	-21%	-3%	1%
O=C(Nc1nnc(CC2=CCCCC2)s1)c1cccs1	20%	-3%	-0.2%	-1%	3%	-112%	-10	?	2%	4%	-1%
CN(C(=O)CSc1nnc(-c2ccccc2)n1C)C1CCS(=O)(=O)C1 (configuration not stated)	-4%	0%	-0.1%	7%	-4%	-1%	1	-7%	-11%	0%	0%
CCN1CCN(CC(=O)Nc2ccc(S(=O)(=O)N3C(C)CCCC3C)cc2)CC1 (configuration not stated)	-8%	-3%	-0.5%	1%	-4%	-4%	7	14%	-3%	1%	1%
CCOC(=O)CCCNC(=O)COC(=O)CCC(=O)c1ccc(F)cc1	-2%	9%[15.4 µM]	-0.8%	2%	-3%	-1%	-7	-1%	0%	-2%	4%
Cc1ccc(NC(=O)CSc2nc(O)c(Cc3ccccc3)c(=O)n2-c2ccccc2)cc1	-1%	8%	-0.4%	3%	-1%	-1%[46.1 µM]	12	22%	?	-3%	-2%

Quoted from the listing.
C=C(C)C1CC=C(C)/C(=N/NC(=O)c2ccc(NC(=O)CC)cc2)C1 (configuration not stated) in Eya2 inh = 2%
Cc1ccc(NC(=O)CSc2nc(O)c(Cc3ccccc3)c(=O)n2-c2ccccc2)cc1 in uPA generation = 3%
